Screens as filed in PubChem BioAssay.
PMI act hi M6P – increases human PMI activity with near-saturating mannose 6-phosphate; coupled PMI enzyme assay, resazurin fluorescence, 20 min; hits give high values; 1 = untreated enzyme, 0 = substrate-free blank; activation factor at 20 µM; AID 1216; 190,000 compounds, 0.34% hits;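 active = activation factor of 2 or more at 20 µM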
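test system = human PMI in coupled enzyme assay | medium = HEPES-buffered pH 7.4 with magnesium and detergent | also added = 1.0 mM mannose-6-phosphate substrate with 0.22 mM NADP+ | compound = 20 µM single dose | times = 20 min incubation at room temperature | measured by = resorufin fluorescence (Ex 544/Em 590 nm) from resazurin via diaphorase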
NF-kB expr up – compounds increasing NF-kB expression in human neuronal cells; NF-kB reporter expression; hits give high values; fold change at 12.5 µM; 190,000 compounds, 1.6% hits; in the data active = fold change above about 3.3
TNAP inh hi DEA – TNAP (human) inhibition, high acceptor; purified TNAP, CDP-star luminescence, 1 M DEA; inhibition, % at 20 µM; 200,000 compounds, 0.03% hits; AID 1135;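 active = over 50% inhibition of tissue-nonspecific alkaline phosphatase at 20 µM in the single-dose screen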;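 also: plate controls were DMSO wells for no effect and EDTA-quenched wells as full inhibition for full effect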
Target sequence (P05186 whole entry, looked up): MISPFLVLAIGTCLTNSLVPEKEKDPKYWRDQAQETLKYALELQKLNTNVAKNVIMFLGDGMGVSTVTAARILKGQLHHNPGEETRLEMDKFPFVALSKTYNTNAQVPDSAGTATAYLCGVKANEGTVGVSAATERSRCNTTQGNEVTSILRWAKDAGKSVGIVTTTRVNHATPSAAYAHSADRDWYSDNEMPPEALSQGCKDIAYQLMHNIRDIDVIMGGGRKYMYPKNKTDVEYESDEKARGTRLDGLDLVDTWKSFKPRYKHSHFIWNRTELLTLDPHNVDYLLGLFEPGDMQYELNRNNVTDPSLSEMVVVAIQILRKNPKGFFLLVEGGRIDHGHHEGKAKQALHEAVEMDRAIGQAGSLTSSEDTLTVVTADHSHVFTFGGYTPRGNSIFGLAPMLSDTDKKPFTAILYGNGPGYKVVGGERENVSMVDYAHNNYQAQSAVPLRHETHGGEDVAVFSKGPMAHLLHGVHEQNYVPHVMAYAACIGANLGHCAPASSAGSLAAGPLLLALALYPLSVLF
PMI act – phosphomannose isomerase (human) activation. P34949. purified human PMI, coupled resazurin fluorescence, 20 min; hits give high values; 1 = vehicle control, 0 substrate-free wells. activation factor at 20 µM. 190,000 compounds, 0.005% hits. AID 1214;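 active = activation factor of 2 or more at 20 µM, relative to plate controls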
TNAP act hi DEA – activators of human TNAP at high phosphate acceptor concentration; P05186; purified TNAP, CDP-star luminescence, 1 M DEA, 30 min; hits give high values; 0 = EDTA background, 1 = DMSO-only activity; activation factor at 20 µM; 200,000 tested, under 10 active; AID 1136;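 active = activation factor at least 2 at 20 µM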
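Dosing: 20 µM single point. System: human TNAP. Amount: TNAP 1/800 final. Incubation: 30 min, room temperature. Read-out: TNAP activation factor scaled between EDTA and DMSO control wells. Signal: luminescence from CDP-star hydrolysis. Medium: 1 M DEA, pH 9.8, Mg2+, Zn2+. Control set: EDTA negative control, DMSO positive control.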
FLuc inhib CS – counter-screen for luciferase assay inhibitors: firefly luciferase inhibition | AID 1006 | 200,000 compounds, 1.5% hits | ATPLite firefly luciferase biochemical luminescence, 10 min | inhibition, % at 10 µM | P08659;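 active = inhibition above about 50% when tested at 10 µM, limit read from the data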
Target sequence (P08659 whole entry, looked up): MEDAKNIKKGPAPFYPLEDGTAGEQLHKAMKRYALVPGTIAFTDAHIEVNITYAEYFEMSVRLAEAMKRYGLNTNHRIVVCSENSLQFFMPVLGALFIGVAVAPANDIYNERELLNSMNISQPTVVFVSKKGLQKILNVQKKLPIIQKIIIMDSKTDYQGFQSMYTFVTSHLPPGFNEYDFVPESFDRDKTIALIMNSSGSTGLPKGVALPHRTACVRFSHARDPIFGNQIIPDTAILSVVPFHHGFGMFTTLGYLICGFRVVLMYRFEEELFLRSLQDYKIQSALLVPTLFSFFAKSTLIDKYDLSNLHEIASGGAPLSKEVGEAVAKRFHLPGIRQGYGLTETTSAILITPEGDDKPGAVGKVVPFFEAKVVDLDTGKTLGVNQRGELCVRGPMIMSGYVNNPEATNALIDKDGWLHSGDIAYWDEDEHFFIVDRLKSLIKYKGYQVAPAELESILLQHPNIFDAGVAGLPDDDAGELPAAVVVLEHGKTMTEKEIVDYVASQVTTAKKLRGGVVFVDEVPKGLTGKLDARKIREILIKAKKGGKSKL
TNAP inh noacc – inhibitors of human TNAP without phosphate acceptor; 200,000 compounds, 0.26% hits; P05186; inhibition, % at 20 µM; purified TNAP, CDP-star luminescence, 30 min;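 active = tissue-nonspecific alkaline phosphatase inhibition above about 50% at 20 µM in the single-dose screen, limit read from the data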;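 also: 0% = DMSO negative control and 100% = EDTA positive control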
APP 5'UTR act – activates APP 5'UTR luciferase reporter; 190,000 compounds, 1% hits; SH-SY5Y APP 5'UTR luciferase reporter, luminescence; zero percent = DMSO vehicle wells; activation, % at 2 µM; AID 1276;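 active = activation above a set limit, based on mean plus 3 SD of controls, cut at about 140% in these data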; also: values of inactives mirror those of a sister screen read the other way
bIAP activator – increases bovine intestinal alkaline phosphatase activity | purified bovine IAP, CDP-star luminescence, 30 min; hits give high values; fold of DMSO-control signal, blank-subtracted | activation factor at 20 µM | 200,000 compounds, 0.17% hits;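 active = activation factor of 2 or more at 20 µM, a signal rise over negative controls twice the positive control's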
FLuc stim CS – affects firefly luciferase, flagging false hits in luciferase stimulation screens. activation factor at 10 µM. 200,000 tested, under 10 active. AID 1027. P08659. ATPlite luciferase biochemical, luminescence, 10 min; 0 = ATP-free wells, 1 = DMSO control;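 active = luciferase activation factor, scaled between plate controls, of at least 2 with compound at 10 µM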
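Assay system – cell-free luciferase reagent · Medium – PBS-based ATP solution · Dosing – test compounds dosed from 2 mM stocks in 100% DMSO · Timing – 10 min, room temperature · Technique – light output (luminescence) · Measure – luminescence gain marking luciferase activators · Controls – No-ATP low control, compound-free enzyme-plus-ATP high control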
Numbers without * were called inactive; x = no result given. Compounds as they come (roughly 3.6% active in at least one column).

Start of the listing, in advance, six compounds:
SMILES	PMI act hi M6P	NF-kB expr up	TNAP inh hi DEA	PMI act	TNAP act hi DEA	FLuc inhib CS	TNAP inh noacc	APP 5'UTR act	bIAP activator	FLuc stim CS
COc1cccc(/C=C/C(=O)OCC(=O)NCCC2=CCCCC2)c1	0.9	0.9	-4	0.9	1	-1	-18	10	1.1	1
COc1cc2nc(CN3CCC(C(O)(c4ccccc4)c4ccccc4)CC3)[nH]c(=O)c2cc1OC	1	1.1	-4	1	1	-4	-65	8	1.5	1
O=C(Cn1ncc2c1-c1ccccc1OC2)Nc1nc2ccccc2s1	0.8	1	-6	0.8	1.1	-6	-8	-3	1	1.1
COc1ccc(C(=O)COC(=O)CN2C(=O)C3C4C=CC(C4)C3C2=O)cc1 (stereo not drawn)	1	1	-1	1	1	-9	-10	-16	0.9	1.1
Fc1ccccc1-c1nc(N2CCCCC2)c2ccccc2n1	1	1.1	2	1	1	-6	-3	13	0.6	1.1
O=C(NNS(=O)(=O)c1cccc(Cl)c1Cl)c1cccc(S(=O)(=O)N2CCOCC2)c1	0.9	1.1	3	0.9	1	-5	-5	-1	1	1.1

All compounds of this part, from the first entry:
SMILES	PMI act hi M6P	NF-kB expr up	TNAP inh hi DEA	PMI act	TNAP act hi DEA	FLuc inhib CS	TNAP inh noacc	APP 5'UTR act	bIAP activator	FLuc stim CS
COc1cccc(/C=C/C(=O)OCC(=O)NCCC2=CCCCC2)c1	0.9	0.9	-4	0.9	1	-1	-18	10	1.1	1
COc1cc2nc(CN3CCC(C(O)(c4ccccc4)c4ccccc4)CC3)[nH]c(=O)c2cc1OC	1	1.1	-4	1	1	-4	-65	8	1.5	1
O=C(Cn1ncc2c1-c1ccccc1OC2)Nc1nc2ccccc2s1	0.8	1	-6	0.8	1.1	-6	-8	-3	1	1.1
COc1ccc(C(=O)COC(=O)CN2C(=O)C3C4C=CC(C4)C3C2=O)cc1 (stereo not drawn)	1	1	-1	1	1	-9	-10	-16	0.9	1.1
Fc1ccccc1-c1nc(N2CCCCC2)c2ccccc2n1	1	1.1	2	1	1	-6	-3	13	0.6	1.1
O=C(NNS(=O)(=O)c1cccc(Cl)c1Cl)c1cccc(S(=O)(=O)N2CCOCC2)c1	0.9	1.1	3	0.9	1	-5	-5	-1	1	1.1
CCCCOC(C)n1cc(F)c(=O)[nH]c1=O (stereo not drawn)	1	1	-2	0.8	1	-7	12	13	1	1.1
O=C(NC1CC1)c1cc2c(s1)-c1ccccc1OC2	1	1.9	1	1	1	16	-9	75	0.9	0.8
N#Cc1ccc(/C=N/NC(=O)c2ccccc2F)cc1	1	1.5	1	0.9	1	9	0	26	0.9	0.9
CCOc1ccc(-n2c(Cc3cc(=O)[nH]c(=O)[nH]3)nnc2SCC)cc1	0.9	1.1	-1	1	1	-4	0	7	1	1
CCOc1ccc(-n2nnnc2SCC(=O)N2CCOCC2)cc1	1	1.3	-8	1	1.1	-6	-10	8	1	1.1
Cc1ccc(C)c(NC(=O)/C(C#N)=C/c2cn(CC(=O)NCc3ccco3)c3ccccc23)c1	1	1.2	-1	1	1	-8	-7	-3	0.9	1.1
Cc1ccc(/C(O)=C/C(=O)C(=O)NNC(=O)C(O)(c2ccccc2)c2ccccc2)cc1	1.2	0.86	4	1.2	1	-2	-38	10	1	1
Cc1ccc(C2NC(=O)c3c(sc(C)c3C)N2)c(O)c1 (stereo not drawn)	1.2	1.8	-7	1.2	1.1	10	10	0	0.8	0.9
CSc1ccc(NC(=O)Nc2cccn(Cc3ccccc3)c2=O)cc1	x	1.1	0	x	1	6	-4	14	1	0.9
NC(=O)C1(N2CCCCC2)CCN(C(=O)NC23CC4CC(CC(C4)C2)C3)CC1	0.9	1.1	-4	0.9	1	2	-7	x	1	1
CC(=O)N1CCc2cc(S(=O)(=O)NC(CC(C)C)C(=O)N3CCn4c3nc3ccccc34)ccc21 (stereo not drawn)	0.9	1	-3	0.9	1	-7	0	18	1.1	1.1
CCC(OC(=O)c1cc2sccc2n1C)C(=O)NCc1ccco1 (stereo not drawn)	0.9	1	-8	0.9	1.1	16	-10	-6	1	0.8
CCOc1ccc(NS(=O)(=O)c2ccc(OCC)c3ncccc23)cc1	0.9	0.9	-3	0.8	1	-3	-8	2	1	1
COC(=O)c1c(NC(=O)CN2C(=O)NC(CCc3ccccc3)C2=O)sc2c1CCCCC2 (stereo not drawn)	0.9	0.95	2	0.8	1	-6	16	8	1.1	1.1
COc1cc(/C=N/NC(=O)C(Cc2c[nH]c3ccccc23)NC(=O)OCc2ccccc2)cc([N+](=O)[O-])c1O (stereo not drawn)	0.8	1.2	16	0.9	0.8	-3	13	-16	1.3	1
O=C(CSC1=NCCS1)Nc1nc2ccccc2s1	1.1	2.6	3	1	1	1	-5	20	1	1
O=C(Cn1nnc2ccccc2c1=O)NCCc1ccc(Cl)cc1Cl	1.1	1.1	-2	1	1	-6	-4	-1	0.9	1.1
O=C(Nc1ccccc1C(=O)N1CCOCC1)c1ccc([N+](=O)[O-])cc1	1	0.98	-5	1	1.1	-4	-10	4	1.1	1
COCCNC(=O)c1ccc(-c2csc(C)n2)cc1	1.2	1.7	-4	1.1	1	33	7	34	1	0.7
Cc1ccc(C(=O)Nc2ccc(C(=O)O)cc2)cc1S(=O)(=O)Nc1cccc([N+](=O)[O-])c1	1.1	1.2	4	1.1	1	-2	-7	-5	1	1
Cc1ccccc1OCC(=O)OC(C(=O)c1ccccc1)c1ccccc1 (stereo not drawn)	0.9	1.4	2	0.9	1	-5	-3	0	0.8	1
COc1ccc2c(c1)OC(O)(C(F)(F)F)CC2=O (stereo not drawn)	1	0.88	-4	0.9	1	-1	-5	10	1	1
O=C(O)C1CCCCC1C(=O)Nc1ccc2c(c1)OCCO2 (stereo not drawn)	1	0.74	-2	0.9	1	-3	-17	0	1	1
C=CCn1c(-c2sccc2C)n[nH]c1=S	1.1	1.3	-1	1.1	1	4	24	9	1	1
CC(=O)N1N=C(c2cccs2)CC1c1ccco1 (stereo not drawn)	1.1	1.1	-1	1.1	1	-10	-6	9	0.9	1.1
O=C(CSc1nnc(-c2ccncc2)n1Cc1ccccc1)Nc1nccs1	1	0.97	-2	1	1	-8	15	2	0.9	1.1
O=C(CSCc1c(F)cccc1Cl)Nc1cccnc1	1	1.1	0	1	1	-4	-11	11	1.1	1
O=C(Nc1nc2c(s1)CCCC2)c1cccs1	1	5.7*	-3	1	1	80*	-9	198*	1	0.2
CCOC(=O)c1cc2c(ccn2C)n1CC(=O)N(Cc1ccccc1)c1ccc(F)cc1	1.2	0.65	5	1	0.9	-1	2	0	0.9	1
CCN(C(=O)CCc1nc(-c2ccc(OC)cc2)no1)c1cc(OC)ccc1OC	1	0.82	-4	0.9	1	-2	-4	7	1.2	1
Cc1nn(C)c(C)c1Sc1ccccc1N	1.1	0.93	-2	1	1	-7	-3	0	1.1	1.1
COc1cc(NC(=O)CN2CCN(c3ccccc3)CC2)c(C)cc1[N+](=O)[O-]	0.9	1.3	-4	0.9	1	-6	-40	-15	0.9	1.1
COc1cc(/C=C/c2cc(OC(C)=O)c3ccccc3n2)c(OC(C)=O)c([N+](=O)[O-])c1	0.8	1.2	30	0.8	0.7	-2	10	x	0.5	1
O=C(c1ccc(S(=O)(=O)N2CCOCC2)cc1)N1CCc2ccccc2C1	1	1	-6	1	1.1	-4	-12	-23	1.1	1
Cc1ccc(S(=O)(=O)NCCC(=O)OCn2nnc3ccccc3c2=O)cc1	0.9	1.1	-4	0.9	1	-9	-7	6	1	1.1
O=c1oc(-c2cccs2)nc2sc3c(c12)CCC3	1	1.8	-6	1	1.1	-4	-5	-9	1	1
CCCN(CCC)S(=O)(=O)c1ccc(C(=O)Nc2nnc(CSC)o2)cc1	1.1	0.93	-7	1.1	1.1	-5	-12	6	0.9	1
COCCn1c(SC(C)C(=O)Nc2ncc(Cl)cc2Cl)nc2ccccc21 (stereo not drawn)	0.9	1.4	-6	1	1.1	-8	-8	-2	0.9	1.1
C[C@H]1C=C(C(=O)NCc2ccccc2)O[C@@H](OCc2ccc(CO)cc2)C1	1	1.1	-6	1	1.1	-6	-7	17	0.9	1.1
CC12CCC3(CO)COC(c4ccccc4O1)C2C3 (stereo not drawn)	1	1.2	-8	1	1.1	-4	-15	45	0.9	1
COc1cccc(NC(=O)C(=O)N2CCOCC2)c1	1.1	2.6	4	1.1	1	15	-2	x	1	0.8
CC1(c2ccc3ccccc3c2)NC(=O)N(CC(=O)Nc2cccc(S(=O)(=O)N3CCOCC3)c2)C1=O (stereo not drawn)	0.8	0.78	-5	0.8	1	-4	-11	-12	1	1
Cc1cccc(OCC(=O)N2CCC(N3CCOCC3)CC2)c1	1	1.1	-6	0.8	1.1	-2	-9	-11	1	1
O=C(O)CCc1nc2cc3ccccc3cc2[nH]1	0.9	1.1	-1	1.1	1	-4	-14	15	1.1	1
CCOC(=O)N1CCN(C(=O)CSc2cc(C)nc3c(-c4ccccc4OC)c(C)nn23)CC1	0.9	0.73	-2	0.9	1	-6	-9	6	1	1.1
CC(=O)N1CCc2cc(C(=O)CN3CCCCC3)ccc21	0.9	1.2	-3	1	1	-7	-6	0	1	1.1
Cc1ccccc1CN1C(=O)c2ccccc2Sc2ccc(C(=O)O)cc21	1	1	0	1.2	1	2	-4	-2	1.1	1
CC12CCCCC1(O)[N+](=O)C1=C(CCCC1)N2[O-] (stereo not drawn)	0.7	1.1	-4	0.9	1	-5	8	7	1	1
Cn1cccc1CNC(=S)Nc1cc(F)cc(F)c1	1.1	1.2	0	1.2	1	5	-7	-15	1	1
O=C(NCCc1ccccc1)c1ccc(Cl)c([N+](=O)[O-])c1	1.1	2.3	2	1	1	4	-3	37	0.9	1
O=C(COC(=O)Cc1ccc(S(=O)(=O)N2CCOCC2)s1)NCCc1ccccc1	1.1	1.3	-6	1.1	1.1	-5	-12	1	1.1	1.1
Cc1cccc(NC(=O)Nc2ccc3c(c2)N(C)C(=O)CS3)n1	0.9	1.6	-6	0.9	1.1	8	-16	22	0.9	0.9
CCCCCOC(=O)C1[C@H]2C(=O)N(Cc3cccs3)C[C@]23C=C[C@H]1O3 (stereo partly drawn)	1	0.92	1	1	1	-1	-4	-13	1	1
Oc1ccc(/C=N/NC(=S)Nc2cccnc2)cc1O	0.9	1.4	20	0.6	0.8	20	78*	15	1.2	0.8
O=C(Nc1cccc(Cl)c1N1CCCC1)c1ccc(Br)o1	0.9	1.8	0	0.8	1	-5	-4	6	0.8	1
COc1ccc(CN(C)C(C)C(=O)NC2CCCc3ccccc32)cc1 (stereo not drawn)	1.1	0.95	-4	1	1	-4	-9	10	1.1	1
Cc1onc(-c2c(Cl)cccc2Cl)c1C(=O)N1CCc2ccccc21	0.8	0.89	-4	0.8	1	-1	0	10	0.9	1
